FLuc inhib CS – counter-screen for luciferase assay inhibitors: firefly luciferase inhibition; P08659; ATPLite firefly luciferase biochemical luminescence, 10 min; inhibition, % at 10 µM; hit rate 1.5% among 200,000; AID 1006;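 active = inhibition above about 50% when tested at 10 µM, limit read from the data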
Target sequence (P08659 whole entry, looked up): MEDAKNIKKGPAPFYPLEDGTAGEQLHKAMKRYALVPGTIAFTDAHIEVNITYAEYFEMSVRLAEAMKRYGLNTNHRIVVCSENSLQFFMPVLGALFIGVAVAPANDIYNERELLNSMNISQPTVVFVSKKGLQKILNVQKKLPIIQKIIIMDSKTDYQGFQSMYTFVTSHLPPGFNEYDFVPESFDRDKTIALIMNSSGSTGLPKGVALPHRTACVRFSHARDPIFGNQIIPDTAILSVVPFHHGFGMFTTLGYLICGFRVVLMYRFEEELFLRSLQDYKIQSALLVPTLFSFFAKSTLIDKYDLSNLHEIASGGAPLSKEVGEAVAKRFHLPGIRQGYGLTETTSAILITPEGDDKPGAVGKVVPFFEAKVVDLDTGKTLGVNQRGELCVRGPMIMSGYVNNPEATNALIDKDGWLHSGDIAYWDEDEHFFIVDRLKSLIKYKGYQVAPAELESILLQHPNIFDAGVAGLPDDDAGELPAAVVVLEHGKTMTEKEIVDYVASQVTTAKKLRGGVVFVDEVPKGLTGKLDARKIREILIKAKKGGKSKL
TLR4 MyD88 comp – inhibitors of human TLR4-MyD88 binding; O00206+Q99836; HeLa CL3-4 TLR4/MyD88 BLA complementation, FRET ratio; inhibition, % at 8.4 µM; hit rate 0.18% among 200,000; AID 861; in the data active = inhibition above about 25%;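 note: 0% = vehicle and 100% = reference inhibitor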
STAT1 act – increases IFN-gamma driven STAT1 reporter signal. activation (% of control), % at 5.5 µM. AID 932. NIH 3T3 STAT1-luciferase reporter, luminescence; 100% = IFN-gamma alone, no compound. hit rate 2.6% among 200,000;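 active = activation above the screen-wide mean activation plus 3 SD, cut at about 130% in these data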;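 note: raw ratio to IFN-gamma control signal so 100% means no change and 0% no light; values of inactives mirror those of a sister screen read the other way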
APP transl inh – APP translation inhibition. SH-SY5Y APP 5'UTR-luciferase reporter, luminescence. inhibition, % at 2 µM. hit rate 0.82% among 190,000;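 active = inhibition above a set limit, derived from the sample mean plus 3 SD, cut at about 45% in these data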; note: values of inactives mirror those of a sister screen read the other way
Diaphorase act – diaphorase activation or chemical reduction counter-screen. Diaphorase/resazurin coupled assay, resorufin fluorescence, 16 min; stronger effect = higher value; 1 = vehicle wells, 0 = NADH-free wells. activation factor at 20 µM. hit rate 0.005% among 190,000. AID 1229;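 active = diaphorase activity raised at least twofold by the compound at 20 µM; inactive = activation factor below 2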
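Material: Purified diaphorase enzyme from Clostridium kluyveri | Buffer or medium: 50 mM HEPES pH 7.4 with 4.542 mM MgCl2, 0.005% Tween 20 | Times: 16 min enzyme reaction, ambient temperature | Signal: Red resorufin fluorescence at 544/590 nm excitation/emission | Measure: Increased resorufin signal from activators or reducing compounds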
FLuc act counter – firefly luciferase counter-screen for stimulation assays; P08659; ATPlite luciferase biochemical, luminescence, 10 min; 0 = ATP-free wells, 1 = DMSO control; activation factor at 10 µM; 200,000 tested, under 10 active; AID 1027;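 active = luciferase activation factor, scaled between plate controls, of at least 2 with compound at 10 µM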
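System: cell-free luciferase reagent; medium: PBS as buffer for the ATP substrate; doses: test compounds dosed from 2 mM stocks in 100% DMSO; incubation: 10 min, room temperature; measured by: luminescence from luciferase reaction; read-out: luciferase activation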
Diaph inh CS – inhibits diaphorase or chemically oxidizes, flagging diaphorase assay artifacts; diaphorase resazurin-to-resorufin fluorescence, NADH, 16 min; bacterial (C. kluyveri) enzyme, not human; inhibition, % at 20 µM; hit rate 0.69% among 190,000;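 active = primary screen inhibition at 20 µM above a set limit, cut at about 50% in these data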;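 note: plate controls were DMSO with full reaction for no effect and wells lacking NADH for full effect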
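System: Bacterial diaphorase enzyme (C. kluyveri) | Incubation: 16-min room-temperature incubation before reading | Benchmarks: No-NADH positive control and DMSO neutral control | Measured by: Resorufin fluorescence 544/590 nm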
APP 5'UTR act – activates APP 5'UTR luciferase reporter; SH-SY5Y APP 5'UTR luciferase reporter, luminescence; zero percent = DMSO vehicle wells; activation, % at 2 µM; hit rate 1% among 190,000;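 active = activation above a set limit, based on mean plus 3 SD of controls, cut at about 140% in these data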; note: values of inactives mirror those of a sister screen read the other way
NF-kB neuron act – compounds increasing NF-kB expression in human neuronal cells; NF-kB reporter expression; stronger effect = higher value; hit rate 1.6% among 190,000; AID 1239; fold change at 12.5 µM; in the data active = fold change above about 3.3
G6PDH CS – counter-screen for G6PDH assay hits: L. mesenteroides G6PDH inhibition. hit rate 0.12% among 200,000. inhibition, % at 5 µM. Purified L. mesenteroides G6PDH, diaphorase/resazurin coupled fluorescence, 45 min; in the data active = inhibition above about 50%
Active calls of the source: *; / = not tested or not shown.

SMILES | STAT1 act | APP 5'UTR act | APP transl inh | Diaphorase act | TLR4 MyD88 comp | FLuc inhib CS | FLuc act counter | NF-kB neuron act | Diaph inh CS | G6PDH CS
Cc1cc(C)n(-c2ccc(Cl)c(C(=O)OCC(=O)N3CCCCC3C)n2)n1 (centres undefined) | / | / | / | 0.9 | / | -3 | 1 | / | 9 | -3
CC(C)(C)NC(=O)c1cc([N+](=O)[O-])ccc1N1CCCCC1 | 91 | 21 | -21 | 1 | 3 | -3 | 1 | 1 | -3 | 8
COc1ccc(CNC(=O)/C=C/c2cc([N+](=O)[O-])ccc2OC(F)F)cc1OC | 95 | -22 | 22 | 0.9 | 0 | -5 | 1.1 | 0.83 | 6 | 3
CC(OC(=O)CCCSc1nc2ccccc2s1)C(=O)NC(N)=O (centres undefined) | 92 | -11 | 11 | 1 | 6 | 7 | 0.9 | 0.78 | 1 | 7
COc1ccc2[nH]c(C)c(C(=O)CN(C)C)c2c1 | 93 | 15 | -15 | 1 | -5 | -4 | 1 | 1.1 | -1 | 4
Cc1cccc(CCNC(=O)C2CCC(CNc3c(N4CCCC4)c(=O)c3=O)CC2)c1 (centres undefined) | / | 9 | -9 | 0.9 | / | 0 | 1 | 1.1 | 10 | 11
COc1ccccc1C(c1nnnn1C(C)(C)C)N1CCN(Cc2ccccc2)CC1 (centres undefined) | 96 | -6 | 6 | 1 | 8 | -2 | 1 | 1.4 | 4 | 0
FC(F)(F)c1nnc2sc(-c3ccncc3)nn12 | 105 | 14 | -14 | 1 | 3 | 1 | 1 | 1.1 | 2 | 0
Cc1nc2c(Br)cc(Br)cc2cc1O | 99 | 14 | -14 | 0.9 | -6 | 0 | 1 | 0.89 | 13 | 1
C=CCC(C(=O)c1ccccc1)[N+](C)(C)CC=C (centres undefined) | 94 | 3 | -3 | 1 | 3 | 0 | 1 | 0.94 | 2 | 14

Gathered by group: the entries above containing fluorine
SMILES | STAT1 act | APP 5'UTR act | APP transl inh | Diaphorase act | TLR4 MyD88 comp | FLuc inhib CS | FLuc act counter | NF-kB neuron act | Diaph inh CS | G6PDH CS
COc1ccc(CNC(=O)/C=C/c2cc([N+](=O)[O-])ccc2OC(F)F)cc1OC | 95 | -22 | 22 | 0.9 | 0 | -5 | 1.1 | 0.83 | 6 | 3
FC(F)(F)c1nnc2sc(-c3ccncc3)nn12 | 105 | 14 | -14 | 1 | 3 | 1 | 1 | 1.1 | 2 | 0

Following part.
SMILES | STAT1 act | APP 5'UTR act | APP transl inh | Diaphorase act | TLR4 MyD88 comp | FLuc inhib CS | FLuc act counter | NF-kB neuron act | Diaph inh CS | G6PDH CS
COc1ccc2cc(C(=O)N/N=C/c3sc4ccccc4c3O)ccc2c1 | 102 | -5 | 5 | 0.8 | 10 | 72* | 0.3 | 1.4 | 20 | -12
O=P(O)(O)c1ccccc1OCCCCCOc1ccccc1P(=O)(O)O | 104 | 8 | -8 | 0.9 | -7 | -6 | 1.1 | 1 | 8 | 4
O=C(Nc1nc(-c2cc(Cl)sc2Cl)cs1)c1cccs1 | 108 | 7 | -7 | 0.7 | 0 | -5 | 1.1 | 1.1 | 26 | -37
Cc1cccc2cc(COC(=O)c3ccccn3)c(=O)[nH]c12 | 105 | 6 | -6 | 0.9 | 17 | -5 | 1 | 1 | 12 | 5
COc1ccc(/C=c2\s/c(=C(/C#N)C(=O)NCc3ccco3)n(-c3ccccc3)c2=O)cc1 | 96 | -14 | 14 | 0.9 | -4 | -4 | 1 | 0.95 | 14 | 13
COc1ccc(-c2ccc(SCC(=O)NCC3CCCO3)nn2)cc1OC (centres undefined) | 103 | 10 | -10 | 0.9 | 2 | 19 | 0.8 | 1.4 | 8 | 13
CC(=O)N1c2ccccc2NC2=C(C(=O)CCC2)C1c1ccco1 (centres undefined) | 90 | 9 | -10 | 0.9 | -19 | -4 | 1 | 0.9 | 12 | 4
COc1ccc2cc(C(c3nnnn3C(C)(C)C)N3CCc4ccccc4C3)c(=O)[nH]c2c1 (centres undefined) | 101 | 16 | -16 | 0.5 | -3 | -9 | 1.1 | 0.95 | 52* | -22
Cc1nc(C(=O)Nc2cccc(Cl)c2)nn1-c1cc(OC(C)C)c(Cl)cc1Cl | 90 | 0 | 0 | 0.8 | -2 | -9 | 1.1 | 0.73 | 24 | -4
Cc1cccc(Cn2c(Sc3nc(C)cs3)nc3c2c(=O)[nH]c(=O)n3C)c1 | 103 | -1 | 1 | 0.9 | 0 | -7 | 1.1 | 1 | 11 | 0
COc1ccc2c(c1)c(=O)oc1cc(OCC(=O)N3CCc4ccccc4C3)ccc12 | 95 | / | / | 0.6 | -4 | -3 | 1 | 1.1 | 40 | -1
Cn1c(=O)n(C)c2cc(S(=O)(=O)Nc3ccccc3O)ccc21 | 98 | -3 | 3 | 0.9 | 0 | -5 | 1 | 1.1 | 12 | 2
COc1ccc(C(=O)N2CCOCC2)cc1S(=O)(=O)N1CCCc2ccccc21 | 89 | -9 | 9 | 1.1 | -2 | -3 | 1 | 0.96 | -8 | 8
COc1cccc(OCC(=O)O/N=C(\N)c2ccc(OC)c(OC)c2)c1 | 99 | 17 | -17 | 0.9 | 1 | -8 | 1.1 | 1 | 7 | 0
N#CC1(Nc2ccccc2)C(=O)Nc2ccccc21 (centres undefined) | 101 | 1 | -1 | 0.9 | -1 | -7 | 1.1 | 0.96 | 8 | 0
Cc1c(CCOC(=O)c2ccccc2)sc[n+]1Cc1ccccc1 | 99 | 28 | -28 | 0.9 | -3 | -2 | 1 | 1.3 | 9 | 0
C=CCNC(=S)NNC(=O)C(CCCC)CC(C)(C)O (centres undefined) | 103 | -5 | 5 | 0.9 | -14 | -2 | 1 | 1 | 10 | 8
Cn1c(=O)c2c(nc(NCc3ccco3)n2CCc2ccccc2)n(C)c1=O | 75 | 4 | -4 | 0.8 | -5 | 0 | 1 | 1.2 | 18 | 6
Fc1cccc(CN2CCN(C(=S)NCCc3ccccc3)CC2)c1 | 96 | 1 | -1 | 0.8 | -3 | -6 | 1.1 | 1 | 16 | 1
O=C(/C=C/c1ccc(Cl)c([N+](=O)[O-])c1)Nc1ccc(N2CCCC2)c(Cl)c1 | 97 | -35 | 35 | 0.9 | 11 | -4 | 1 | 1 | 8 | 0
O=C(NCc1cccs1)C(=O)c1c[nH]c2ccccc12 | 117 | 20 | -20 | 1.1 | -3 | 6 | 0.9 | 1.1 | -9 | -5
O=C(O)c1cccc(NC(=S)N/N=C/c2ccccn2)c1 | 26 | 52 | -52 | 0.9 | 1 | 37 | 0.6 | 2.7 | 13 | 3
O=S(=O)(Cc1ccccc1Cl)NCc1ccccc1 | 104 | 17 | -17 | 1.1 | -10 | 0 | 1 | 0.83 | -8 | 7
O=S(=O)(c1cc(Cl)ccc1Cl)N1CCN(Cc2ccc3c(c2)OCO3)CC1 | 93 | -3 | 3 | 0.9 | -11 | -3 | 1 | 1.5 | 8 | -2
O=C(Cn1c(=O)n(Cc2ccco2)c(=O)c2c3c(sc21)CCCCC3)Nc1ccccc1 | 91 | 21 | -21 | 0.8 | 15 | 0 | 1 | 1.7 | 17 | 3
O=C(O)c1ccnc(SCC(=O)c2ccccc2)c1 | 99 | 11 | -11 | 1 | -1 | -5 | 1.1 | 1.2 | 0 | 1
O=C(CCl)Nc1ccc(N2CCCCCC2)cc1 | 110 | -18 | 18 | 0.9 | -2 | 8 | 0.9 | 1.7 | 8 | 4
O=C(O)CCCC(=O)N1CCN(C(c2ccccc2)c2ccccc2)CC1 | 96 | 8 | -8 | 0.9 | -13 | -6 | 1.1 | 1.1 | 12 | 15
Cc1ccc(NC(=O)N2CCN(C/C=C/c3ccccc3)CC2)cc1 | 93 | -16 | 16 | 0.9 | 5 | -4 | 1 | 1.1 | 9 | 16
CC#CCCCC(=O)Nc1cccc(C(=O)O)c1 | 104 | 15 | -15 | 1.2 | 2 | -5 | 1.1 | 1.6 | -22 | 10
CN(Cc1ccccc1)c1nc2c(c(=O)[nH]c(=O)n2C)n1Cc1ccccc1 | 95 | 4 | -4 | 0.9 | -5 | -3 | 1 | 1.1 | 7 | 7
COc1ccc(-c2csc(Nc3ccccc3)n2)cc1 | 180* | 195* | -196 | 0.9 | 0 | 24 | 0.8 | 5.4* | 9 | -3
COc1ccc(Nc2cc(C)nc3nc(C)nn23)c(OC)c1 | 97 | -5 | 5 | 0.9 | 3 | -4 | 1 | 1.2 | 8 | 12
Cc1nc2nc(SCC(=O)N3CCOCC3)nn2c(C)c1Cc1ccccc1 | 109 | 2 | -2 | 0.9 | 3 | -7 | 1.1 | 1 | 15 | 3
O=C(/C=N/O)NCc1cccnc1 | 103 | 1 | -1 | 0.9 | 14 | -4 | 1 | 1.1 | 7 | 0
Cc1cc(C(=O)NCCCC(=O)O)c(C)o1 | 86 | 2 | -2 | 0.9 | -23 | -4 | 1 | 1.4 | 14 | 7
Cc1cccc(NC(=S)NC(=O)c2cc(-c3ccccc3)nc3ccccc23)c1 | 100 | -6 | 6 | 0.8 | 0 | -8 | 1.1 | 0.86 | 22 | -3
O=C(/C=C/c1ccccc1Cl)c1ccccc(=O)c1O | 85 | 10 | -10 | 0.8 | -1 | 1 | 1 | 26* | 22 | -2
COc1ccc2cc3cc(C(=O)Nc4ccc5c(c4)OCO5)oc3nc2c1 | 106 | 8 | -8 | 0.9 | -3 | -4 | 1 | 1.2 | 7 | 17
CC(=O)Nc1ccc(S(=O)(=O)NCCSCc2ccccc2Cl)cc1 | 88 | 2 | -2 | 0.8 | 4 | -6 | 1.1 | 1.3 | 20 | -1
COc1ccc(OC)c(C(C)NC(=O)Nc2cccc(C(C)=O)c2)c1 (centres undefined) | 105 | 8 | -8 | 0.8 | -2 | -4 | 1 | 1.3 | 24 | 15
Cc1cc(-c2n[nH]c(=S)n2/N=C/c2sccc2C)n[nH]1 | 102 | 3 | -3 | 0.9 | -6 | 12 | 0.9 | 0.96 | 14 | 4
Cc1ccc(SC(C)C(=O)N2CCC(C(N)=O)CC2)cc1 (centres undefined) | 99 | 2 | -2 | 0.9 | -4 | -5 | 1 | 1 | 6 | -8
Nc1cc(S(=O)(=O)N2CCCCC2)ccc1Oc1ccccc1 | 90 | 2 | -2 | 0.8 | 14 | -2 | 1 | 0.94 | 22 | 4
COc1cc2nc(CCc3ccccc3)oc(=O)c2cc1OC | 94 | 7 | -6 | 0.8 | -3 | -2 | 1 | 1.1 | 16 | 4
COC(=O)c1ccccc1NC(=O)CN1CCN(C(=O)c2ccco2)CC1 | 95 | -6 | 6 | 1 | -15 | -5 | 1.1 | 1 | 2 | 2
CCn1c(SCC(=O)N2CCOCC2)nc2c(c1=O)SC(C)C2 (centres undefined) | 107 | -10 | 10 | 0.9 | 8 | -9 | 1.1 | 1 | 7 | 10

Compound activity as filed in PubChem BioAssay.
